Compound activity: PubChem, The Scripps Research Institute Molecular Screening Center
FXN GAA850 act – FXN promoter activators, primary screen, cell-based, luciferase luminescence, HEK293 lucGAA850; HEK293 lucGAA850 FXN promoter luciferase reporter, 24 h; percent of 10 µM SAHA response; activation, % at 6 µM; 360,000 compounds, 0.56% hits; AID 540364, 2011;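 active = activation above the average of all compounds screened plus 3 SD, cutoff fixed separately per campaign, cut at about 7.5% in these data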;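 also: 0% = DMSO wells and 100% = 10 µM SAHA wells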
ssDAF12 agonist – S. stercoralis DAF-12 nuclear receptor activators, primary screen, cell-based, luminescence, HEK293, GRIP1 co-expression, lit1-tk-luc | 370,000 compounds, 1% hits | AID 652126, 2013 | activation, % at 6.8 µM | HEK293 ssDAF-12/GRIP1 lit1-tk-luc reporter; % of 3 µM dafachronic acid response;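 active = activation above the mean over all tested compounds plus 3 SD, cut at about 0.9% in these data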;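 also: 0% = DMSO-only wells and 100% = 3 µM delta7-dafachronic acid wells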
PLCg1 inh – PLC-gamma1 enzyme inhibitors, primary screen, biochemical, fluorescence, purified enzyme. 1-phosphatidylinositol 4,5-bisphosphate phosphodiesterase gamma-1 (Homo sapiens), P19174. fluorogenic substrate. inhibition, % at 12.2 µM. 370,000 compounds, 0.84% hits. AID 720700, 2013; in the data active = inhibition above about 9.5%
Target sequence (P19174 whole entry, looked up): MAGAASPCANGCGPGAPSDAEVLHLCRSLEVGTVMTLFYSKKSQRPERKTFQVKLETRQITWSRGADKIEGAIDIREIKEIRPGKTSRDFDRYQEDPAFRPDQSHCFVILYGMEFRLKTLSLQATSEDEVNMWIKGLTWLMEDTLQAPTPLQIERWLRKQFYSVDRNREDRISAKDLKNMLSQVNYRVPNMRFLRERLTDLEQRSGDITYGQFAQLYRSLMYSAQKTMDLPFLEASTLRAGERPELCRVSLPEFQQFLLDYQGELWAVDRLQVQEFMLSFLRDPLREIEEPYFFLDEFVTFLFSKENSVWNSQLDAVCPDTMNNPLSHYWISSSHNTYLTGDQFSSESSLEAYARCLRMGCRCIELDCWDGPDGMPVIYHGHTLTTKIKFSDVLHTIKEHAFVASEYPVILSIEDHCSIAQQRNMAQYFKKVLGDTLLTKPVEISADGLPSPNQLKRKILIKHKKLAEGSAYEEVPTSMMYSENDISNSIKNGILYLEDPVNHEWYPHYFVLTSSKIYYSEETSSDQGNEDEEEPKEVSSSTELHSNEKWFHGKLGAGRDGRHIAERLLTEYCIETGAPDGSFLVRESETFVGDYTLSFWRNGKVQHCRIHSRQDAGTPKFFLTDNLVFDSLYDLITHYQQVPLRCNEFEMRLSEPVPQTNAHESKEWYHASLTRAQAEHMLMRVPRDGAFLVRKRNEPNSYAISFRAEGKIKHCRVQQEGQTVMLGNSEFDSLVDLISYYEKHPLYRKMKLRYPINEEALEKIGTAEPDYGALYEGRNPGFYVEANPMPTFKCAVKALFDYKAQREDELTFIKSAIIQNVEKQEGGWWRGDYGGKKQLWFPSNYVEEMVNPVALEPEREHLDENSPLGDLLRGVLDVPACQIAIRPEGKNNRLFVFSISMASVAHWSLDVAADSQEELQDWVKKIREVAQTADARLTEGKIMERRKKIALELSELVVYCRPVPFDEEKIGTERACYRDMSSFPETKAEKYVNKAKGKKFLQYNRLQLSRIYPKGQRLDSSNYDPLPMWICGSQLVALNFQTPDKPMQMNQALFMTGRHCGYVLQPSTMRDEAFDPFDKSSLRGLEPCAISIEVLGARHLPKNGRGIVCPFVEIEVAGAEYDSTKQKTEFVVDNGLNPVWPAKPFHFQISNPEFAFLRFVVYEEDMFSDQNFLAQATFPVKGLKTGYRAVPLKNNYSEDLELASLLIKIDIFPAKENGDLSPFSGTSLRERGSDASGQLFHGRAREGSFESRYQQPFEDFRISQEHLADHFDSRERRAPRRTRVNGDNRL
ADAM10 inh – human ADAM10 inhibitors, primary screen, biochemical, QFRET, HTS; Disintegrin and metalloproteinase domain-containing protein 10 (Homo sapiens), O14672; recombinant ADAM10, EDANS/DABCYL FRET peptide cleavage, 3 h; inhibition, % at 7 µM; 370,000 compounds, 0.62% hits;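 active = inhibition above a per-campaign cutoff equal to the mean of compounds falling between control-based bounds plus 3 SD, cut at about 20% in these data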;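 also: 0% = DMSO wells while the 100% control is not disclosed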
DAX1 inh-1 – DAX1 (NR0B1) inhibitors on StAR promoter, primary screen, cell-based, luminescence, SF-1 (NR5A1), full-length DAX-1 | AID 652010, 2013 | inhibition, % at 6.8 µM | HEK293T StAR-luciferase reporter, SF-1/DAX-1 repression relief | 370,000 compounds, 1.1% hits;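 active = inhibition above the mean over all tested compounds plus 3 SD, cut at about 3.6% in these data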;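 also: 0% = DAX-1 cells with DMSO and 100% = cells lacking DAX-1 with DMSO; higher inhibition means more luminescence from relief of DAX-1 repression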
DAX1 inh-2 – DAX1 (NR0B1) inhibitors, primary screen, cell-based, HEK293, Gal4-DAX1, luciferase luminescence. Nuclear receptor subfamily 0 group B member 1 (Homo sapiens), P51843. HEK293 Gal4-DAX1 luciferase reporter. inhibition, % at 6.75 µM. 340,000 compounds, 0.99% hits. AID 504766, 2011;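 active = inhibition above the mean over all tested compounds plus 3 SD, cut at about 4.2% in these data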;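 also: 0% = DAX1-transfected cells with DMSO and 100% = empty-vector control cells with DMSO; inhibition shows as a rise in luminescence from relieved DAX1 repression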
hcDAF-12 act – H. contortus DAF-12 nuclear receptor activators, primary screen, cell-based, luminescence, HEK293, lit1-tk-luc reporter. HEK293 hcDAF-12 lit1-tk-luc reporter; 0% DMSO, 100% Δ7-dafachronic acid. activation, % at 6.8 µM. 370,000 compounds, 1.4% hits;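 active = activation above the mean of all tested compounds plus 3 SD, cut at about 5.5% in these data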;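 also: 100% = response to 3 µM Δ7-dafachronic acid high control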
hgDAF-12 ag – H. glycines DAF-12 receptor agonists, primary screen, cell-based, luminescence, HEK293, GAL4 fusion, UAS-luciferase. Nuclear hormone receptor DAF-12 (Heterodera glycines), GAL4 fusion. HEK293 GAL4-hgDAF12 UAS-luciferase reporter, agonist luminescence; normalized to butyrate control. activation, % at 6.8 µM. 370,000 compounds, 1.8% hits. AID 687014, 2013;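 active = activation above a cutoff set at the mean of all screened compounds plus 3 SD, cut at about 10% in these data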;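 also: 0% = DMSO wells and 100% = sodium butyrate wells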
PLCb3 inh – human PLC-beta3 inhibitors, primary screen, biochemical, fluorescence; 1-phosphatidylinositol 4,5-bisphosphate phosphodiesterase beta-3 (Homo sapiens), Q01970; Purified PLC-beta3, fluorogenic substrate; inhibition, % at 12.2 µM; 370,000 compounds, 0.18% hits; in the data active = inhibition above about 11%;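 also: 0% = median of compound wells on plate and 100% = full blocker control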
ADAM17 inh – ADAM17 inhibitors, primary screen, biochemical, QFRET; Disintegrin and metalloproteinase domain-containing protein 17 (Homo sapiens), P78536; inhibition, % at 6.95 µM; recombinant ADAM17, EDANS/DABCYL FRET peptide cleavage; 370,000 compounds, 0.83% hits; AID 720648, 2013;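 active = inhibition above the mean of compounds lying between control limits plus 3 SD, set per campaign, cut at about 8.5% in these data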;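 also: 0% = DMSO-only wells as the low control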
sPLA2-III inh – human group III sPLA2 inhibitors, primary screen, biochemical, QFRET, BODIPY PC-A2 liposome substrate | Group 3 secretory phospholipase A2 (Homo sapiens), Q9NZ20 | 370,000 compounds, 0.56% hits | QFRET BODIPY PC-A2 liposome hydrolysis, fluorescence | inhibition, % at 12.2 µM;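 active = inhibition above mean plus 3 SD of compounds lying within the high and low control bounds, cut at about 19% in these data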;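 also: 0% = median of test compound wells and 100% = no enzyme DMSO wells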
* marks the source's active call; other numbers are inactive results; i = inactive; / = no result given. Rows are unselected. Share with any hit: about 6.9%.

Results follow in this order: FXN GAA850 act, ssDAF12 agonist, PLCg1 inh, ADAM10 inh, DAX1 inh-1, DAX1 inh-2, hcDAF-12 act, hgDAF-12 ag, PLCb3 inh, ADAM17 inh, sPLA2-III inh
COc1cccc(CC(=O)OCC(=O)N(C)CC(=O)Nc2ccc(Cl)c(C(F)(F)F)c2)c1
 : -0.4, -1.2, 1, 7, 0.3, 1.0, -0.4, -0.6, -6, 4, -32
CCOc1ccc(CN2CCNC(=O)C2CC(=O)NCCN2CCOC2=O)cc1 (stereo unspecified)
 : 2.6, -1.1, -3, -13, 0.1, 1.4, 1.5, 2.9, -13, -7, 0
COc1ccc(OC)c(N(C)S(=O)(=O)c2cc3c(cc2C)NC(=O)CO3)c1
 : -1.1, -0.8, 1, -6, -0.2, -0.7, -2.6, 0.3, 1, -4, 2
O=c1cnc2ccccc2n1Cc1ccccc1
 : 3.7, -1.0, -11, -81, 0.3, 1.1, -1.5, -2.6, -12, -24, 7
CC(C)(C)S(=O)N1Cc2cc(CO)cc(-c3ccccc3)c2[C@H]1CCO (stereo partly specified)
 : -0.8, -0.8, -7, -2, -0.2, 1.2, -0.6, -1.7, -9, 3, 2
O=C(Nc1ccc(S(=O)(=O)Nc2nccs2)cc1)c1ccc(F)cc1
 : 0.9, -1.3, 2, 7, 0.1, 1.3, -1.4, 0.6, -5, -4, -12
Cc1ccccc1SCC(=O)NNC(=O)c1ccccc1O
 : 2.2, -0.7, -2, -25, 0.5, -0.5, 2.7, 2.7, -16, -1, 19
COc1cccc(OCC(O)CN2CCN(c3ccccn3)CC2)c1 (stereo unspecified)
 : 1.0, -1.0, 1, 1, 0.5, -1.1, -0.4, -3.4, 3, -1, 4
COc1cccc(/C=c2\s/c(=C\C(=O)C(C)(C)C)[nH]c2=O)c1
 : 1.4, -1.2, -3, 6, 0.4, -0.6, -1.2, 0.9, -8, -1, -6
CSc1nsc(NC(=O)CCNC(=O)c2ccc([N+](=O)[O-])cc2)n1
 : -0.8, -1.0, -2, -1, 0.1, 0.2, -1.3, -1.0, -3, 0, -5
O=S(=O)(Nc1ccc2ccccc2n1)c1ccccc1
 : 0.1, -1.0, -18, -72, 0.1, 0.3, -0.9, -0.6, -34, -22, -4
CCS(=O)(=O)c1ccc(-c2cccc(NC(=O)COc3ccc(Cl)cc3)c2)nn1
 : 0.9, -1.2, 3, 9, -2.4, -0.6, -2.8, 1.1, 1, 2, -3
Cc1ccc(-c2csc(SCC(=O)Nc3cc(C)on3)n2)cc1
 : -0.5, -1.3, -2, 6, 0.5, 0.7, 0.7, -2.1, 3, 0, -1
CC(C)N(C(=O)[C@H]1CC(CC(=O)NCCCN(C)C)C(=O)N2CCc3c([nH]c4ccccc34)[C@]12C)C(C)C (stereo partly specified)
 : -1.0, -1.2, 0, -18, 0.9, 0.0, -1.4, -0.3, -1, -8, 6
O=C(/C=C/c1ccccc1)N1CCN(Cc2nc3ccccc3c(=O)[nH]2)CC1
 : -1.1, -1.4, 2, 1, 0.0, -1.2, -0.8, -2.5, 3, -4, 1
Cc1ccc(S(=O)(=O)NN2C(=O)/C(=C\c3ccc(Cl)cc3)SC2=S)cc1
 : -0.3, -0.3, -3, -4, -0.1, 0.5, -2.7, 1.9, -8, -2, -6
Cc1cc(=O)oc2c3c(cc(OCC(=O)NCCC(=O)O)c12)OC(C)(C)CC3
 : 0.9, -1.4, i, i, -0.2, -0.2, 0.9, -1.7, i, i, 2
CCN1C(=O)[C@H]2[C@@H](c3ccc(-c4ccc(OC)cc4)c(OC)c3)N[C@@](CC(C)C)(C(=O)OC)[C@H]2C1=O
 : -2.6, -1.5, -31, -54, 0.6, -0.5, -1.2, 0.6, -27, -15, -1
COc1ccc([N+](=O)[O-])cc1NC1CCN(C(=O)c2cccs2)CC1
 : 1.1, -1.1, 4, -12, -2.9, 0.4, -1.3, -3.1, -3, -3, -2
Cc1ccc(-n2nnnc2SCC(=O)N2Cc3ccccc3CC2C(=O)O)cc1 (stereo unspecified)
 : 1.2, -0.6, -1, -4, -0.1, 2.4, -0.6, -2.0, -5, 0, 6
O=C1CCCN1c1ccc(S(=O)(=O)N2CCC(c3ccccc3)CC2)cc1
 : -1.1, -1.4, 0, -3, -0.6, 1.6, -1.9, -1.9, -1, -5, 3
CCOc1ccc(CCNC(=O)c2cccc(N3CCCC3=O)c2)cc1OCC
 : 0.9, -1.1, 0, -8, 0.0, -1.8, -2.1, -2.0, -1, -8, 2
CCCCN(C)C(=O)c1ccc2c(c1)S(=O)(=O)c1ccccc1C2=O
 : 2.6, -1.4, 0, -6, 1.3, -0.7, -1.1, -2.7, -6, 6, 7
CC(C)COC(=O)N1CCCC(c2cc(C(=O)Nc3ccccc3Cl)no2)C1 (stereo unspecified)
 : 1.6, -0.7, 1, 4, -1.3, /, -0.7, 0.5, 1, -1, -11
CCN(CC)CCCNC(=O)/C=C/C(=O)O
 : 1.2, -1.1, 2, -6, 0.1, 3.4, -0.6, -1.0, -6, 1, 13
COc1ccccc1NS(=O)(=O)c1ccc(O)c(NC(=S)NCC2CCCO2)c1 (stereo unspecified)
 : 2.4, -1.0, 2, -4, -0.4, 1.6, -1.3, -1.8, -11, -5, 13
COc1ccccc1-c1c(C)nn2c(NCCN3CCCC3)cc(C)nc12
 : 2.5, -0.7, -15, -12, -0.5, 2.3, -0.4, -1.9, -23, -2, -9
Cn1c(=O)c2c(nc(C(O)c3ccccc3)n2C)n(C)c1=O (stereo unspecified)
 : -2.2, -0.8, 0, -6, -0.2, 0.4, -1.3, -1.7, 1, -5, 2
O=S(=O)(NCCn1ccc2ccccc21)c1ccccc1
 : 2.3, 0.4, 1, -12, 1.0, -0.5, 0.2, -4.7, -2, 3, -25
O=C(Cc1cccc2ccccc12)NCC(=O)Nc1ccccc1F
 : 1.7, -0.7, -5, 4, 0.7, 0.6, -0.4, 0.1, -12, -5, 4

Going on with the list.
Results follow in this order: FXN GAA850 act, ssDAF12 agonist, PLCg1 inh, ADAM10 inh, DAX1 inh-1, DAX1 inh-2, hcDAF-12 act, hgDAF-12 ag, PLCb3 inh, ADAM17 inh, sPLA2-III inh
O=C(OCc1ccccc1)/C(=C/c1cccc2ccccc12)NC(=O)c1ccccc1
 : 1.1, -0.7, 2, 5, -0.1, -0.2, 1.0, -0.9, 3, 2, 4
CC(C)(C)c1nc(SCC(=O)NCc2ccco2)c2ccccc2n1
 : 1.0, -0.9, -1, 1, 0.2, -0.8, -0.8, -2.4, -5, 1, -8
COCC(=O)Oc1c(S(=O)(=O)c2ccccc2)c(C)nn1C(C)(C)C
 : 1.1, -1.5, 2, 6, 0.6, 0.3, -1.0, -2.8, 0, 1, 2
N#Cc1ccc(-c2ccccc2)nc1SCCN1CCOCC1
 : 6.2, -0.9, -44, -11, -0.9, -0.1, -2.2, -2.0, -49, 0, 3
Cc1ccccc1NC(=S)NNC(=O)c1ccncc1
 : 0.7, -1.1, 0, -4, -1.3, -0.8, 1.2, 2.5, -9, -5, 7
COc1ccc(NC(=S)N2CCC(N(C)CC3CCCO3)CC2)cc1 (stereo unspecified)
 : 1.5, -1.5, 0, 9, 0.4, -1.1, -0.9, 1.8, 3, 6, 7
COc1ccc(F)cc1C(=O)C1CCCN(Cc2ccc(Oc3ncccn3)cc2)C1 (stereo unspecified)
 : -1.6, -1.5, -16, -40, 0.1, 0.1, -2.0, -4.8, -17, -19, -7
Cc1ccc(-n2c(CCC(=O)O)ccc2-c2cccs2)cc1C
 : 3.3, -1.0, -57, -17, 0.5, 1.1, 1.7, 2.8, -67, -9, -13
Cc1nc2ccc(C(=O)N3CCN(C(=O)c4ccco4)CC3)cn2c1N(C)C(=O)CCc1ccccc1
 : -0.2, 0.4, 0, -6, 3.2, /, -0.5, 0.7, 0, -1, 5
Cc1cc(NS(=O)(=O)c2ccc(NC(=O)C(C)Oc3cc(C)c(Cl)c(C)c3)cc2)no1 (stereo unspecified)
 : 2.2, -0.6, -3, 2, 2.2, 1.3, -1.8, 2.1, -5, -5, -48
COC(=O)C1CCN(C(=O)Cn2nnc(-c3cccc(F)c3)n2)CC1
 : 1.9, -1.1, 3, 2, 0.4, 0.0, -0.1, -1.8, -3, 0, -1
O=C(CSc1nc2ccccc2nc1N1CCOCC1)N1CCN(S(=O)(=O)c2cccc([N+](=O)[O-])c2)CC1
 : /, -1.6, -3, 1, 0.2, /, -0.4, 2.8, 2, 1, -2
CC(C)CCN1CC(C(=O)N2CCN(c3ccc(F)cc3)CC2)CC1=O (stereo unspecified)
 : -1.5, -0.9, -3, -3, 0.5, 1.6, -0.7, 0.3, 4, -3, 0
O=C(NCCS(=O)(=O)N1CCN(c2ccccc2)CC1)C1CCCC1
 : 1.0, -0.4, 5, 12, -0.4, -1.1, -0.5, -4.1, 1, 2, -13
